USP2a inh: USP2a (human) protease inhibition; USP2 core, Ub-CHOP2 coupled fluorogenic reporter, 485/531; Potency, µM (titrated, usually from 38.3 µM), for inactives: top-dose activity change, negative = inhibition, most hits filed as inhibitors; actives 0.01% (n = 330,000);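 also: potency is read from the fitted curve at half-maximal effect; plate controls were DMSO wells for no effect and full inhibition by NEM control for full effect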
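USP2 core (10nM final) preincubated 30min RT with compound in 20mM Tris-HCl pH 8.0, 2mM CaCl2, 2mM beta-mercaptoethanol, 0.05% CHAPS; 25nM Ub-CHOP2 plus 25nM reporter substrate added, fluorescence (Ex485/Em531) read after 60min.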
KCNH2 WT inh: KCNH2 (human, wildtype) channel inhibition. U2OS, BacMam KCNH2, thallium flux FluxOr; hits give low values. activity change, % at 1.84 µM. actives 0.37% (n = 340,000);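 active = maximum activity change below -70%; inconclusive = maximum activity change between -70% and -50%; inactive = maximum activity change above -50%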
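U2OS cells transduced with wild-type KCNH2 virus are loaded with FluxOr dye for 45 min, and thallium flux is measured in kinetic reads before and after stimulation buffer. Rate constants are normalized to DMSO controls.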
GALK inhibitor: galactokinase (human) inhibition | P51570 | Purified GALK, Kinase-Glo residual ATP luminescence | Potency, µM (titrated, usually from 57.5 µM), for inactives: top-dose activity change, negative = inhibition, most hits filed as inhibitors | actives 0.007% (n = 270,000) | AID 1868; also: potency is read from the fitted curve at half-maximal effect
Target sequence (P51570 whole entry, looked up): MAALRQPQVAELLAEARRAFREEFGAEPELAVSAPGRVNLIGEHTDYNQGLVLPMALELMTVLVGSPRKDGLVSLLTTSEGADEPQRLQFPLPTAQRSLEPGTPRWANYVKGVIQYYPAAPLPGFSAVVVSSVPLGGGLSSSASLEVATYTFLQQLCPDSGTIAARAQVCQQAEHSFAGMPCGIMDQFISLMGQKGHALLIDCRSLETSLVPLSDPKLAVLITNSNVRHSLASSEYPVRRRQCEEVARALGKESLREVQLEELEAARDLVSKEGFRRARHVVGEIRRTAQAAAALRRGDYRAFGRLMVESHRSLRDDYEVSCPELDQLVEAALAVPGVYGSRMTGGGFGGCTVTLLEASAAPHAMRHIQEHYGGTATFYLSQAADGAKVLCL
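Human GALK (5 nM) with 35 uM ATP and 100 uM galactose in 20 mM HEPES pH 8.0, 5 mM MgCl2, 60 mM NaCl, 1 mM DTT, 0.01% BSA. After 1 h at room temperature, leftover ATP was read by Kinase-Glo Plus luminescence.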
Giardia kill: Giardia lamblia killing. Giardia lamblia trophozoite viability. activity change, % at 7.66 µM, hits read low. actives 0.15% (n = 340,000). AID 540267; in the data active = activity change below about -80%; inconclusive = between about -30% and that limit;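 also: parasites exposed to compound for two days anaerobically before the ATP read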
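Trophozoite viability was measured as ATP-dependent luminescence, read 15-30 min after reagent addition. Before that, parasites at 100 cells/well were exposed to compounds for 48 h, anaerobically, at 37 deg C.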
B2AR arrestin: beta2AR (human) beta-arrestin recruitment activity; P07550; Potency, µM (series often up to 46.1 µM), without a hit: top-dose activation, most hits filed as activators; AID 492947; beta-arrestin recruitment to beta2AR, cell-based reporter; actives 0.02% (n = 330,000);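 also: potency is read from the fitted curve at half-maximal effect; 0% = DMSO controls and full agonism = EC100 isoproterenol or metaproterenol; nearly all actives have a fitted effect of over 65% in size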
PKM2 act: PKM2 (human) enzyme activation. purified PKM2, Kinase-Glo ATP luminescence, activation; response scale: 0% is enzyme alone, no compound. Potency, µM (series often up to 57.5 µM), inactives show at the highest dose activation, hits mostly activators. actives 0.34% (n = 260,000); also: potency is read from the fitted curve at half-maximal effect; nearly all actives have a fitted effect of over 55% in size
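Purified hPK-M2 (>95%) run at intermediate activity with 0.1 mM ADP and 0.5 mM PEP in 50 mM imidazole pH 7.2, KCl, MgCl2; 1 h room temperature. ATP formed read by Kinase-Glo luminescence; normalized to uninhibited and no-enzyme controls.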
Coupling enz: inhibits coupling enzyme system, counter-screen for aldolase hits | coupling enzyme system counterscreen, AmpLite Red fluorescence | activity change, negative = inhibition, % at 58.2 µM, hits read low | actives 0.67% (n = 290,000); in the data active = activity change below about -30%
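Counterscreen lacking aldolase: glyceraldehyde-3-phosphate coupling-enzyme reagent preincubated 10 min at RT with compound (at 57.5 uM final), then substrate/coupling system with AmpLite Red added; fluorescence read at 525/598 nm after 20 min RT.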
Eya2 phos inh: inhibitors of human Eya2 phosphatase activity; O00167; recombinant Eya2, OMFP fluorescence dephosphorylation (OMFP is methylfluorescein phosphate); Potency, µM (titrated, usually from 76.9 µM), for the others: at the highest dose activity, negative = inhibition, actives largely listed as inhibitors; actives 0.006% (n = 330,000); AID 488837; also: potency is read from the fitted curve at half-maximal effect
Target sequence (O00167 whole entry, looked up): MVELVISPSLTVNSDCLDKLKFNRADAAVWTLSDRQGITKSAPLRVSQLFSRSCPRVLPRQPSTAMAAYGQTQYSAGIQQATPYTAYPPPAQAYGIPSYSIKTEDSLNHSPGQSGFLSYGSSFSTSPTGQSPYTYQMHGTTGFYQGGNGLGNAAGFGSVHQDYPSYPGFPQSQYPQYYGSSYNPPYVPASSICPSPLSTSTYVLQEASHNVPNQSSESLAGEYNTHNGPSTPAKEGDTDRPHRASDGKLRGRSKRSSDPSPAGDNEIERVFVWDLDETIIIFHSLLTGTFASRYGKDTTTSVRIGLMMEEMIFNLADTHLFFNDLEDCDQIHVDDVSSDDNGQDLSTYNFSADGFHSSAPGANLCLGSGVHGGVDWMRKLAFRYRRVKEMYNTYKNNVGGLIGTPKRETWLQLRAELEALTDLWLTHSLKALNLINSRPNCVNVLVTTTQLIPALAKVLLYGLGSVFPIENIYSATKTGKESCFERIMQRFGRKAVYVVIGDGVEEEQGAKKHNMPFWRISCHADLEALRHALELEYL
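Eya2 protein (added as 0.2 uM solution) was preincubated with compound for 10 min at ambient temperature in 50 mM HEPES pH 7.5, 50 mM NaCl, 5 uM MgCl2, 0.05% BSA, 1 mM DTT. OMFP (added at 50 uM) then reacted 10 min; fluorescence read at 485/525 nm.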
BCR signal inh: inhibitors of chronic active B-cell receptor signaling. ABC-DLBCL IkBa-CBG/CBR reporter, luminescence ratio, 4 h. Potency, µM (highest dose often 46.1 µM), for inactives: top-dose ratio change, negative = lower green/red ratio, most hits filed as inhibitors. actives 0.05% (n = 340,000); active = well fitted inhibition curve with a large enough effect in the signal ratio, with a control signal flat, not every such curve was filed as active; inconclusive = small, poorly fitted or top-dose-only effect, or effect the other way, or a change in a side signal; the % refers to the signal ratio;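 also: potency is read from the fitted curve at half-maximal effect; plate controls were basal doxycycline-induced cells for no effect and cells given 10 µM MG132 for full effect; MG132 reads +100%, hits lower the ratio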
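TMD8 human ABC-DLBCL cells with doxycycline-inducible IκBα–green luciferase fusion and unfused red luciferase, in 0.5% FBS medium; compounds up to 46 uM, 4 h at 37C. Green/red luminescence ratio, filter-overlap corrected, fitted to concentration-response curves.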
uPA surface inh: blocks generation of uPA at the cell surface; actives 0.31% (n = 330,000); cell surface uPA generation assay, qHTS; Potency, µM (highest dose often 38.3 µM), for inactives: at the highest dose activity change, negative = inhibition, usual class: inhibitors; AID 540303; active = well fitted inhibition curve with a large enough effect; inconclusive = small, poorly fitted or top-dose-only effect; inactive = no such curve, though single readings can be large or run the other way; tested in mouse RAW 264.7 cells; also: potency is read from the fitted curve at half-maximal effect; nearly all actives have a fitted effect of over 55% in size
KCNH2 3.1 inh: inhibitors of human KCNH2 3.1 potassium channel isoform; U2OS KCNH2 3.1, thallium flux FluxOr; hits give low values; activity change, % (tested at about 1.8 µM); actives 0.95% (n = 340,000); AID 720553;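 active = maximum activity change below -70%; inconclusive = maximum activity change from -70% to -50%; inactive = maximum activity change above -50%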;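 also: thallium influx rate constant from kinetic fluorescence after stimulation buffer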
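Channel expression came from 3.1 mutant virus (1.77 x 10^8 /mL) applied to suspended U2OS cells for 4 h. Flux was tracked with FluxOr dye plus Red40 quencher, and kinetic rate constants normalized to controls.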
* marks the source's active call; other numbers are inactive results; i = inactive; u = inconclusive; x = not tested or not shown; [ ] = remark or other dose. Unless noted, calls follow the shape of the dose curve; as a rule, active = well fitted curve in the direction sought with a large enough effect; inconclusive = small, poorly fitted or top-dose-only effect, or another doubt; inactive = no such curve, though single readings can be large; an effect the other way counts as inactive or inconclusive. Unless noted, % is scaled to controls: 0 for no effect and ±100 for the full control effect.

SMILES | USP2a inh | KCNH2 WT inh | GALK inhibitor | Giardia kill | B2AR arrestin | PKM2 act | Coupling enz | Eya2 phos inh | BCR signal inh | uPA surface inh | KCNH2 3.1 inh
CCOC(=O)c1c(NC(=O)CC2Nc3ccccc3NC2=O)sc(C)c1C (stereo not given) | -2% | -6 | -1% | 5 | -1.0% | -3% | -2 | -21% | -3% | -2% | 5
CCc1cc2ccccc2nc1Cl | 0% | 14 | 10% | 5 | -0.2% | -2% | 2 | 15% | -1% | 3% | 15
O=C(COC(=O)c1n[nH]c(=O)c2ccccc12)Nc1ccccc1F | 0% | -3 | x | 1 | 3.4% | x | x | -7% | 6% | 2% | 0
C[C@H](N)C(=O)N1CCC(C(=O)N[C@@H](Cc2ccccc2)C(=O)Nc2ccc(F)cc2)CC1 | -1% | -4 | x | -15 | 0.5% | 2% | -1 | -7% | -6% | 6% | -4
CCC(C)[C@H](NC(=O)NCc1ccco1)C(=O)OC (stereo not given in full) | 11% | 0 | -3% | 0 | -0.8% | 9% | 1 | -25% | 4% | 5% | 9
CC(C)=CC(=O)OCC(=O)Nc1cccc([N+](=O)[O-])c1 | 1% | -4 | -4% | 10 | -0.8% | -1% | 5 | -2% | 12% | 0% | -6
Cc1cc(NC(=O)CN2C(=O)/C(=C/c3cccc(Br)c3)SC2=S)no1 | 3% | 1 | 1% | 0 | 0.3% | x | -1 | 8% | 1% | 3% | -20
CC12CN3CC(C)(CN(C1)C3c1ccc(Br)cc1O)C2 (stereo not given) | 2% | 1 | -3% | 1 | -3.9% | -3% | 2 | 4% | 11% | -5% | 4
CC(NC(=O)c1ccccc1)c1nc2ccccc2n1Cc1ccccc1F (stereo not given) | 1% | x | 0% | x | -0.7% | 8% | x | -8% | 8% | x | x
COc1cccc(CN2CCC(Oc3ccc(C(=O)NCc4ccccn4)cc3)CC2)c1 | 1% | -1 | 2% | 18 | -1.0% | x | 1 | 4% | 1% | -18% | 14
O=P(COCCOCP(=O)(c1ccccc1)c1ccccc1)(c1ccccc1)c1ccccc1 | -2% | 10 | 0% | -11 | -0.7% | -6% | -3 | -10% | -26% | 1% | 27
COC(=O)c1sccc1NC(=O)Nc1cccc(OC)c1 | -1% | 2 | 0% | 5 | -0.1% | -22% | x | -8% | u | 1% | -34
Cc1cc(C)nc(SCCC(=O)N2CCOCC2)n1 | 1% | -14 | 1% | -5 | 0.4% | 4% | 1 | -10% | u | 3% | x
O=C(O)C1C2C=CC(C2)C1C(=O)Nc1nccs1 (stereo not given) | 2% | -1 | 1% | -4 | -0.9% | -3% | 3 | 22% | 5% | 4% | 15
O=C(Nc1ccc2c(c1)OCO2)C1CCN(Cc2cc3c(cc2O)OCO3)CC1 | 3% | 3 | 0% | 11 | 0.1% | x | -22 | 11% | -9% | -1% | -5
CCCCCOc1ccc(N2C(=O)CC(N(O)c3ccccc3)C2=O)cc1 (stereo not given) | -5% | -6 | 5% | 0 | 0.1% | -10% | -2 | -2% | -11% | -11% | 6
COc1ccc(CCNC(=O)CSCc2c(F)cccc2Cl)cc1OC | 2% | 9 | 2% | -3 | 0.0% | -1% | 0 | -2% | -1% | 1% | 4
Cc1cc(NC(=O)CCC(=O)N(CC(=O)NC2CCCC2)Cc2cccs2)no1 | 5% | -3 | -2% | 5 | 4.9% | -1% | 1 | 2% | 6% | 0% | -7
CCN(CC)CC#CCOC(c1ccccc1)c1ccccc1 | 0% | 6 | 0% | 13 | -1.4% | 2% | -3 | -4% | 3% | 0% | 8
CCOC(=O)C(C)Oc1cccc2c(=O)n(CC(=O)N3CCN(C(=O)OCC)CC3)ccc12 (stereo not given) | 3% | 26 | 3% | u | -0.2% | 7% | 2 | 5% | 8% | 13% | -3
CCOC(=O)Cc1csc(NC(=O)CN2CCOCC2)n1 | 4% | -11 | -4% | -5 | 0.1% | -1%[11.5 µM] | 2 | 6% | 2% | -4% | -35
CCOc1ccccc1C(=O)NC1CC2CCCC(C1)N2Cc1ccccc1 (stereo not given) | 1% | 2 | 0% | -9 | -0.8% | -1% | 3 | -8% | -12% | 3% | 1
O=C(C1CCN(S(=O)(=O)c2cc(Cl)ccc2Cl)CC1)N1CCOCC1 | 2% | -9 | -1% | -6 | -0.8% | 4% | 3 | 7% | -3% | 0% | 8
CCOC(=O)C1(CCCc2ccccc2)CCN(Cc2nccn2CC)CC1 | 2% | -13 | 0% | 6 | -0.5% | 4% | 1 | 5% | 5% | 2% | -93*
CC(C)c1ccc(N(CC(=O)NCc2ccco2)C(=O)CCC(=O)Nc2nccs2)cc1 | -2% | 5 | 4% | 0 | 0.3% | 11% | 3 | -22% | 9% | -1% | 2
Cc1nc(NC(=S)NC(=O)c2ccccc2)sc1C | -1% | -28 | 1% | -28 | 0.2% | 0% | 7 | -7% | u | -1% | 39
CN1C(C(=O)NCC2CC2)CC2Cn3c(nc4cc(Cl)c(Cl)cc43)C21 (stereo not given) | 0% | 3 | -1% | 11 | -0.2% | -14% | 1 | -14% | u | -6% | 10
CC(C(=O)NCCC1=CCCCC1)c1ccc([N+](=O)[O-])cc1 (stereo not given) | 0% | i | -3% | -3 | 0.1% | -3% | -4 | -22% | -3% | 0% | 12
Cc1c(Nc2ccc3nonc3c2[N+](=O)[O-])c(=O)n(-c2ccccc2)n1C | -1% | 0 | 0% | 2 | -0.6% | 0% | 4 | 10% | 8% | -3% | 23
CC(NC(=O)COC(=O)/C=C/c1ccc2c(c1)OCO2)c1ccccc1 (stereo not given) | 4% | 3 | x | -12 | -0.3% | x | x | -7% | -1% | -15% | -3
O=C(N/C=C/c1ccco1)Nc1cccc(Cl)c1 | 2% | -2 | 1% | 7 | 0.6% | -1% | 1 | 8% | u | -3% | -28
Clc1ccc(N/N=C/c2cccnc2)cc1 | -3% | -7 | 2% | 32[activator] | -1.0% | 0% | -2 | 4% | u | 8% | -8
CC(Sc1ccc(S(=O)(=O)N2CCCC2)cn1)C(N)=O (stereo not given) | 0% | -9 | x | -15 | 4.3% | x | x | -4% | 5% | 6% | 14
O=C(O)CCCCCNS(=O)(=O)/C=C/c1ccccc1 | -2% | 3 | 1% | 21 | -0.2% | -2% | 0 | -8% | 1% | 0% | 4
COC(=O)CC(c1ccc(F)cc1)n1c(C)ccc1C (stereo not given) | 0% | 26 | -2% | -17 | 0.1% | 4% | 1 | 2% | u | -8% | 12
Cc1nc(-c2cccc(NC(=O)c3cc4cc(Br)ccc4oc3=O)c2)cs1 | 3% | 1 | -1% | -13 | 0.5% | -9% | 1 | 14% | 2% | 3% | 2
CCC1(C)Cc2ccccc2-c2nc(NCCCO)[nH]c(=O)c21 (stereo not given) | 0% | 0 | 2% | -3 | -0.3% | -4% | 6 | -5% | u | -5% | 10
CCCNC(=O)C(Cc1ccc(C(F)(F)F)cc1)NC(=O)c1ccc(C#N)cc1 (stereo not given) | -1% | x | x | -3 | 0.5% | x | x | 6% | 0% | 1% | x
Cn1c(C(=O)OC(C(=O)NC2CCCC2)c2cccnc2)cc2sccc21 (stereo not given) | 2% | -5 | -3% | -12 | -0.1% | 12% | -1 | 6% | 2% | 3% | 8
O=[N+]([O-])c1ccccc1/C=N\N1CCN(Cc2ccccc2Cl)CC1 | -1% | 1 | 2% | -12 | -0.3% | -2% | -1 | -2% | 0% | 6% | 17

Arranged by molecular weight (smallest number first): some entries from above.
SMILES | USP2a inh | KCNH2 WT inh | GALK inhibitor | Giardia kill | B2AR arrestin | PKM2 act | Coupling enz | Eya2 phos inh | BCR signal inh | uPA surface inh | KCNH2 3.1 inh
Clc1ccc(N/N=C/c2cccnc2)cc1 | -3% | -7 | 2% | 32[activator] | -1.0% | 0% | -2 | 4% | u | 8% | -8
O=C(O)CCCCCNS(=O)(=O)/C=C/c1ccccc1 | -2% | 3 | 1% | 21 | -0.2% | -2% | 0 | -8% | 1% | 0% | 4
CCC1(C)Cc2ccccc2-c2nc(NCCCO)[nH]c(=O)c21 (stereo not given) | 0% | 0 | 2% | -3 | -0.3% | -4% | 6 | -5% | u | -5% | 10
O=[N+]([O-])c1ccccc1/C=N\N1CCN(Cc2ccccc2Cl)CC1 | -1% | 1 | 2% | -12 | -0.3% | -2% | -1 | -2% | 0% | 6% | 17
CCCNC(=O)C(Cc1ccc(C(F)(F)F)cc1)NC(=O)c1ccc(C#N)cc1 (stereo not given) | -1% | x | x | -3 | 0.5% | x | x | 6% | 0% | 1% | x

Bioassay records from PubChem.
